# POLB inh: blocks human DNA polymerase beta activity. Potency, µM (doses to about 114 µM), for the others: at the top dose activity change, negative = inhibition, actives largely listed as inhibitors. Pol beta primer extension/strand displacement, fluorescence kinetic. P06746. 1.3% of 340,000 active; further: potency means the concentration at half of the fitted maximal effect; on the % scale 0 is the no-effect control and ±100 the full control effect
#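 10 nM enzyme + cpd, 15 min RT; start with substrate 50 nM final; read 0 min and after 10 min RT. Corrected, normalized data; 4-parameter Hill curve fit.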
# POLK inh: inhibitors of human DNA polymerase kappa | Q9UBT6 | purified Pol kappa, fluorescent DNA synthesis assay, 10 min | Potency, µM (doses to about 107 µM), for inactives: at the highest dose activity, negative = inhibition, most hits filed as inhibitors | 0.53% of 400,000 active; further: potency means the concentration at half of the fitted maximal effect; on the % scale 0 is the no-effect control and ±100 the full control effect
#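 Readout: fluorescence, taken kinetically at 0 and 10 min. Conditions: 10 nM Pol kappa, 15 min RT compound preincubation, 50 nM substrate final. Controls: enzyme-free buffer wells.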
# BLM helicase inh: Bloom syndrome helicase (human) inhibition; recombinant BLM DNA unwinding, fluorescence dequenching; Potency, µM (top dose mostly 56.1 µM), without a hit: at the highest dose activity change, negative = inhibition, hits mostly inhibitors; 0.2% of 350,000 active; AID 2528;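 further: potency means the concentration at half of the fitted maximal effect; plate controls were vehicle for no effect and no enzyme for full effect; nearly all actives have a fitted effect of over 35% in size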
# POLH inh: DNA polymerase eta (human) inhibition; Potency, µM (top dose mostly 114 µM), without a hit: top-dose activity change, negative = inhibition, actives largely listed as inhibitors; recombinant Pol eta, fluorescent DNA replication assay; Q9Y253; 1.2% of 390,000 active; further: potency means the concentration at half of the fitted maximal effect; on the % scale 0 is the no-effect control and ±100 the full control effect
#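 Pol eta (10 nM) was preincubated with compounds for 15 min at room temperature, after which fluorescent replication substrate (50 nM final) was added to start the reaction. Fluorescence was read kinetically at 0 and 10 min.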
# APE1 inh: blocks human APE1 abasic DNA cleavage; recombinant APE1, TAMRA/BHQ-2 abasic DNA cleavage fluorescence; AID 2517; 0.35% of 350,000 active; P27695; Potency, µM (series often up to 65.8 µM), for inactives: top-dose activity change, negative = inhibition, actives largely listed as inhibitors;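 further: potency means the concentration at half of the fitted maximal effect; plate controls were vehicle for no effect and reference inhibitor for full effect; nearly all actives have a fitted effect of over 55% in size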
# Target sequence (P27695 whole entry, looked up): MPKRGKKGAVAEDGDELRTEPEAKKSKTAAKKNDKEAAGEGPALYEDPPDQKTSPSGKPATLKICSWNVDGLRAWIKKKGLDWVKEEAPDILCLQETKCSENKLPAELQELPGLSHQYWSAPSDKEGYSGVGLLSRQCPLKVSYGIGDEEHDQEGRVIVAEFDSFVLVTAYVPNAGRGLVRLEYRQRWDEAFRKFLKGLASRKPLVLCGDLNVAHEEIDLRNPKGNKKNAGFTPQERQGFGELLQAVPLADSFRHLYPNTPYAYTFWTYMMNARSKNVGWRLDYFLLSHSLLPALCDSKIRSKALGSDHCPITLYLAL
#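 Compound pre-exposure to 0.75 nM APE1, 15 min at ambient temperature. Reaction initiated with 50 nM TAMRA/BHQ-2 THF substrate, read immediately in kinetic mode, 525 nm excitation, 598 nm emission.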
# Pol iota inh: DNA polymerase iota (human) inhibition | Q9UNA4 | Pol iota fluorescent replication assay, 10 min | Potency, µM (series often up to 115 µM), for the others: top-dose activity, negative = inhibition, usual class: inhibitors | 1% of 390,000 active; further: potency means the concentration at half of the fitted maximal effect
# Target sequence (Q9UNA4 whole entry, looked up): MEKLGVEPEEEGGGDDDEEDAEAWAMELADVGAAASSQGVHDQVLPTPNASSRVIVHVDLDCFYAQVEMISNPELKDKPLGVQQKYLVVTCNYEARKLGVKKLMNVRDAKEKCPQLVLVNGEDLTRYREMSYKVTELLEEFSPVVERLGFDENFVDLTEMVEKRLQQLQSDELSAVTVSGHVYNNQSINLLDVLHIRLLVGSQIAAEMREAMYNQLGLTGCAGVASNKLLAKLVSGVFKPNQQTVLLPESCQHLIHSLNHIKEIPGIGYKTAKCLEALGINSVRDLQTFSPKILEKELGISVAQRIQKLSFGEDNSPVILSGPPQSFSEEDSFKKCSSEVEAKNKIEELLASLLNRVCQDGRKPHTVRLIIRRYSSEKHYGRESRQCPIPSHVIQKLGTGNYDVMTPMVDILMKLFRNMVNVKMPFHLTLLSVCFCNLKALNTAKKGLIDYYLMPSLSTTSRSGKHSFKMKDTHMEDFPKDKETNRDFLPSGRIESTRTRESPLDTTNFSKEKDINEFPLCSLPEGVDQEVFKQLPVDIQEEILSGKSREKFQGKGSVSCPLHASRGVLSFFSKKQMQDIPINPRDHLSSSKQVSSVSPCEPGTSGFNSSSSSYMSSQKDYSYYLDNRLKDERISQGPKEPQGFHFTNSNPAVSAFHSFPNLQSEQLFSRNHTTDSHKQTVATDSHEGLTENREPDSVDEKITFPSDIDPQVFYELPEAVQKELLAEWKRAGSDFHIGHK
#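 Pol iota at 10 nM preincubated 15 min with compounds at room temperature; reaction started with fluorescent substrate, 50 nM final. Fluorescence read kinetically at 0 and 10 min; buffer-only wells as negative control.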
# Anesthetic bind: candidate novel general anesthetic via apoferritin binding; P02791; apoferritin/1-aminoanthracene competitive binding, fluorescence; Potency, µM (series often up to 77.5 µM), for inactives: top-dose activity change, negative = displacement, hits mostly inhibitors; 0.074% of 350,000 active; further: potency means the concentration at half of the fitted maximal effect; on the % scale 0 is the no-effect control and ±100 the full control effect; nearly all actives have a fitted effect of over 20% in size
#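 Concentration-response curves derived by four-parameter Hill fitting of normalized fluorescence, where compounds displaced 1-AMA from 10 uM horse apoferritin following a brief 10 min room-temperature incubation; propofol titration acted as positive control.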
# Glioma ERSR ind: induces the endoplasmic reticulum stress response in human glioma cells; U87-MG GRP78 promoter luciferase reporter, 16 h; Potency, µM, without a hit: at the highest dose activation, most hits filed as activators; 0.02% of 420,000 active; AID 602332; further: potency means the concentration at half of the fitted maximal effect; series mostly up to about 76 µM; % of control where 0% means no effect; nearly all actives have a fitted effect of over 35% in size
#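 Stably transfected U87-MG glioma cells carrying a GRP78-based luciferase sensor; 16 h compound incubation. Luminescence end-point read 10 min after Bright-Glo addition at room temperature.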
# LDHA block: blocks human lactate dehydrogenase A | P00338 | purified LDHA, NADH/diaphorase-resazurin fluorescence; hits give low values | activity change, % (values are at about 110 or 230 µM) | 0.15% of 480,000 active | AID 1347041; in the data active means activity change below about -30%; inconclusive means mostly about -25% to -30%;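 further: plate controls were DMSO wells for no effect and wells without enzyme for full effect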
#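 Resorufin fluorescence (ex540/em590), read at 0 and 20 min after diaphorase/resazurin addition, reports the NADH left after a 5 min room-temperature reaction of 2 nM human LDH5 with 0.06 mM NADH and 0.2 mM pyruvate.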
# * marks the source's active call; other numbers are inactive results; ? = inconclusive; . = no result given; & = joins results of further samples; [ ] = remark or other dose. Unless noted, the call rests on the fitted dose curve; in most records, active means well fitted curve in the direction sought with a large enough effect; inconclusive means small, poorly fitted or top-dose-only effect, or another doubt; inactive means no such curve, though single readings can be large; an effect the other way counts as inactive or inconclusive.
# Labels used below: A = POLB inh; B = POLK inh; C = BLM helicase inh; D = POLH inh; E = APE1 inh; F = Pol iota inh; G = Anesthetic bind; H = Glioma ERSR ind; I = LDHA block
> CCOc1ccc(CNC(=O)CN2C(=O)C3CCCCN3c3ccc(C(=O)N4CCCC4)cc32)cc1 (configuration not stated)
  A = 5%	B = -11%[60.1 µM]	C = 0%	D = -16%	E = .	F = 25%	G = -6%	H = 0%	I = 1

> CCC(Sc1nc(-c2cccc(OC)c2)c(C#N)c(=O)[nH]1)C(=O)Nc1nnc(C(C)C)s1 (configuration not stated)
  A = -22%	B = -6%	C = -1%	D = 0%	E = 1%	F = ?	G = 9%	H = -1%	I = 4

> CCOC(=O)C1=C([Si](C)(C)C)c2ccccc2N(S(=O)(=O)C(F)(F)F)C1C(=O)OCC (configuration not stated)
  A = .	B = ?	C = -8%[75.6 µM]	D = .	E = 1%	F = .	G = ?	H = -8%	I = .

> CCCC[C@H]1COCCS(=O)(=O)N1Cc1cccc(F)c1
  A = 21%	B = 9%&-10%	C = -4%	D = -14%	E = 8%	F = 26%&-13%	G = -11%	H = -4%&-2%	I = 4

> Cc1ccc(SCCNC(=O)/C=C/c2cccc([N+](=O)[O-])c2)cc1
  A = 0%	B = -11%	C = -4%	D = -7%	E = -4%	F = 8%	G = -9%	H = -3%	I = -6

> CCOCCCNC(=O)CSc1nnc(-c2ccc(S(=O)(=O)N3CCCC3)cc2)n1C
  A = 41%	B = -10%	C = 0%	D = -18%	E = 3%	F = 119%[activator]	G = -5%	H = 1%	I = -5

> Cc1ccc(C2OCC3(CO2)COC(c2ccc(C)cc2)OC3)cc1 (configuration not stated)
  A = -23%	B = -4%	C = 2%	D = 3%	E = 18%	F = 12%	G = -1%	H = -1%	I = -5

> Cc1ccc(C(=O)N/C(=C\c2ccc(-c3ccc([N+](=O)[O-])cc3)o2)C(=O)NC2CCS(=O)(=O)C2)cc1 (configuration not stated)
  A = -19%	B = -12%	C = -1%	D = -22%	E = -2%	F = 12%	G = -20%	H = -2%	I = -7

> Cc1ccc2nc(Cl)c3cc(C(=O)N(CCN(C)C)Cc4ccco4)sc3c2c1
  A = 1%	B = -3%	C = 136%[activator]	D = ?	E = -15%	F = 19%	G = -12%	H = -6%	I = -1

> CCOc1cc(CNc2ccc(Br)cc2)cc(Br)c1OCC(=O)NC(C)(C)C
  A = -1%	B = -13%	C = -18%	D = -13%	E = -2%	F = 5%	G = 75%[activator]	H = -4%	I = 4

> CN1CCN(c2ncnc3ccc(-c4ccccc4Cl)cc23)CC1
  A = .	B = -1%[60.1 µM]	C = 23%	D = .	E = -1%	F = .	G = .	H = -5%	I = .

> CN(Cc1nc2ccccc2[nH]1)C(=O)C1CCC(=O)N(CCc2cccc(F)c2)C1 (configuration not stated)
  A = 48%	B = -4%	C = -2%	D = -13%	E = -2%	F = 29%	G = -1%	H = -3%	I = -8

> CS(=O)(=O)N(CC(=O)N1CCCC1)c1cccc(Cl)c1Cl
  A = -1%	B = -6%	C = 1%	D = -1%	E = 0%	F = 2%	G = -12%	H = -1%	I = -9

> CCCCNC(=O)CCSc1nc2nc(C)cc(C)n2n1
  A = 3%	B = -4%	C = -4%	D = -8%	E = 28%	F = -11%[58.9 µM]	G = -12%	H = -1%	I = -3

> O=C(O)c1ccc2c3c(cccc13)C(=O)N(c1cccc3ccccc13)C2=O
  A = 21%	B = 0%	C = -5%	D = -7%	E = 4%	F = 2%	G = -21%	H = 9%	I = -9

> CC(=O)Nc1nnc(SCC(=O)N2CCN(Cc3ccccc3)CC2)s1
  A = -3%	B = -2%	C = -2%	D = -12%	E = -3%	F = 5%	G = 4%	H = -3%	I = -2

> O=C(/C=C/c1ccco1)c1ccccc1O
  A = 2%	B = 3%	C = -5%	D = -12%	E = -1%	F = 50%[activator]	G = ?	H = 4%	I = 4

> COc1ccc(-n2nc(C(=O)NCC(=O)N3CCN(Cc4ccccc4)CC3)c3ccccc3c2=O)c(OC)c1
  A = 10%	B = -13%	C = 0%	D = -7%	E = 4%	F = 17%	G = -4%	H = 1%	I = 0

> CC(C)NC(=O)Cn1ccc2cc(S(=O)(=O)N3CCCCCC3)ccc21
  A = 15%	B = -8%	C = -1%	D = 7%	E = .	F = -20%	G = -3%	H = -5%	I = 6

> Cc1cc(C)cc(N(CC(=O)N2CCN(c3ccccc3)CC2)S(=O)(=O)c2c(C)noc2C)c1
  A = -10%	B = -10%	C = -5%	D = -26%	E = 10%	F = 25%	G = -9%	H = -3%	I = -1

> CSc1nc(C)cc(OCCO)n1
  A = 3%	B = -10%	C = -2%	D = -11%	E = ?	F = 16%	G = ?	H = 3%	I = -2

> CN1CCN(NC(=O)c2cccc(C(F)(F)F)c2)CC1
  A = 37%	B = 1%	C = -2%	D = -18%	E = 5%	F = 21%	G = -4%	H = -3%	I = -6

> COc1cccc(C(=O)NC2CCSC2=O)c1 (configuration not stated)
  A = 16%	B = -5%	C = 1%	D = -14%	E = 3%	F = 6%	G = -9%	H = 0%	I = -5

> COc1ccc(N2CCN(C(=O)COc3ncnc4ccccc34)CC2)cc1
  A = 4%	B = -2%	C = -7%	D = -8%	E = 7%	F = 29%	G = 0%	H = -4%	I = 0

> COc1cccc(-c2nc(CS(=O)CC(=O)NC3CCCCC3)c(C)o2)c1 (configuration not stated)
  A = 1%	B = -15%	C = -1%	D = -9%	E = -10%	F = 4%	G = ?	H = -4%	I = -6

> COC(=O)c1ccc(SCC(=O)NCc2ccccc2)c([N+](=O)[O-])c1
  A = ?	B = -28%	C = 0%	D = -4%	E = -3%	F = -23%	G = -4%	H = 2%	I = -2

> Cc1ccc(-n2ccnc(SCC(=O)NC3CCCC3)c2=O)cc1Cl
  A = .	B = -3%	C = .	D = -2%	E = 8%	F = 10%	G = .	H = -6%	I = 7

> CN(C(=O)c1ccccn1)c1nnc(-c2cnccn2)s1
  A = 1%	B = -8%	C = 0%	D = 9%	E = -6%	F = 10%	G = -6%	H = 14%	I = -4

> CC12COC3(C(=O)Nc4ccc(Cl)cn4)CC1CCC32C (configuration not stated)
  A = -15%	B = -6%	C = -1%	D = -19%	E = 1%	F = -8%	G = -4%	H = 0%	I = -1

> CN(c1ccccc1)S(=O)(=O)c1cccc(NC(=O)c2cccc(C#N)c2)c1
  A = .	B = -13%	C = .	D = -10%	E = -9%	F = -13%	G = .	H = -2%	I = -3

> O=S(=O)(c1ccccc1)N1CCN=C1SCc1ccccc1
  A = -18%	B = -7%	C = -12%	D = -12%	E = -3%	F = -15%	G = -5%	H = -4%	I = -3

> Cc1ccc2nc(-c3ccc(NC(=O)C4CCCO4)cc3)[nH]c2c1 (configuration not stated)
  A = ?	B = -3%	C = -2%	D = -23%	E = 1%	F = 11%	G = -10%	H = -10%	I = -3

> CCCOc1ccc(C(C)=O)cc1Cc1c(O)nc(SC)[nH]c1=O
  A = -10%	B = -1%	C = -1%	D = -2%	E = 44%	F = 29%	G = 0%	H = -5%	I = -3

> O=C(CCn1c(=O)c2sccc2n(CC(=O)NCc2ccco2)c1=O)NCc1ccccc1
  A = -17%	B = 2%	C = -6%	D = -8%	E = -9%	F = ?	G = 2%	H = -6%	I = 0

> CSc1ccccc1NC(=O)CNCCCN1CCOCC1
  A = -6%	B = -14%	C = -3%	D = -10%	E = -8%	F = -13%	G = -2%	H = -8%	I = -36*

> O=C(Nc1cccc(-c2cccc(Cl)c2)c1)C1CCN(Cc2ccccn2)CC1
  A = -3%	B = 6%	C = 2%	D = -17%	E = 8%	F = 27%	G = -14%	H = -10%	I = 2

> O=C1CC(c2ccccc2)Cc2[nH]c(=O)c(C(=O)Nc3ccc(F)cc3)cc21 (configuration not stated)
  A = 9%	B = -12%[60.1 µM]	C = -5%	D = -9%	E = .	F = 29%	G = 34%[activator]	H = -2%	I = -1

> CCOC(=O)c1[nH]c(Cc2[nH]c(C(=O)OCC)c(C)c2CCC(=O)OC)c(CCC(=O)OC)c1C
  A = 3%	B = -7%	C = -7%	D = -13%	E = -1%	F = 3%	G = ?	H = -3%	I = 5

> COc1cc(OC)c2ccc(=O)oc2c1C(CCN1CCN(c2ccccc2)CC1)c1ccc(N(C)C)cc1 (configuration not stated)
  A = 21%	B = 3%&16%	C = -1%&-7%	D = -21%	E = -3%&8%	F = -1%&13%	G = -8%&-9%	H = -3%&2%	I = 0

> CCCn1c(=O)c(C(=O)NNC(=O)c2ccccc2Cl)c(O)c2ccccc21
  A = -2%	B = -15%	C = -9%	D = -4%	E = 3%	F = 98%[activator]	G = 2%	H = -1%	I = -1

> Cc1ccc(CNC(=O)C2CCN(C(=O)c3cccc(Cl)c3)CC2)cc1
  A = 11%	B = -9%	C = -2%	D = -19%	E = 20%	F = -2%	G = -6%	H = 1%	I = -3

> CC(C)NC(=O)N(C)C[C@H]1Oc2c(NS(=O)(=O)c3cccs3)cccc2C(=O)N([C@H](C)CO)C[C@@H]1C
  A = .	B = -7%	C = .	D = -9%	E = -7%	F = ?	G = .	H = -1%	I = -1

> COC(=O)C1=CNC=C(C(=O)OC)C1c1cccc2ccccc12
  A = -2%	B = -21%	C = -3%	D = -2%	E = 2%	F = ?	G = 84%[activator]	H = -1%	I = -10

# Profiles from above. Screens in order: POLB inh	POLK inh	BLM helicase inh	POLH inh	APE1 inh	Pol iota inh	Anesthetic bind	Glioma ERSR ind	LDHA block
# Cc1ccc2nc(-c3ccc(NC(=O)C4CCCO4)cc3)[nH]c2c1 (configuration not stated) as listed: ?	-3%	-2%	-23%	1%	11%	-10%	-10%	-3
# O=C(Nc1cccc(-c2cccc(Cl)c2)c1)C1CCN(Cc2ccccn2)CC1 as listed: -3%	6%	2%	-17%	8%	27%	-14%	-10%	2
# Cc1ccc(CNC(=O)C2CCN(C(=O)c3cccc(Cl)c3)CC2)cc1 as listed: 11%	-9%	-2%	-19%	20%	-2%	-6%	1%	-3

# These rows are one share of the data; rates above refer to the full screens.
